# Screening results (PubChem)
# PostGolgi ctrl: inhibits growth of the yeast control strain; efflux-deficient yeast background strain, growth absorbance A615, 16 h; inhibition, % at 10 µM; 5% of 98,000 active; in the data active = inhibition above about 30%
# LYP act: increases human PTPN22 phosphatase activity. activation, % at 2 µM. recombinant LYP, DiFMUP fluorescence; 0 = plate median, 100 = signal doubled. 0.11% of 96,000 active;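 active = activation at 2 µM above a set limit, the mean plus 5 SD, cut at about 37% in these data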
# sEH inh: soluble epoxide hydrolase (human) inhibition; inhibition, % at 2 µM; recombinant human sEH enzymatic activity assay; 0.34% of 91,000 active; AID 707; in the data active = inhibition above about 80%; also: values of inactives mirror those of a sister screen read the other way; many of its hits are not listed in these tables
# Target sequence (P34913 whole entry, looked up): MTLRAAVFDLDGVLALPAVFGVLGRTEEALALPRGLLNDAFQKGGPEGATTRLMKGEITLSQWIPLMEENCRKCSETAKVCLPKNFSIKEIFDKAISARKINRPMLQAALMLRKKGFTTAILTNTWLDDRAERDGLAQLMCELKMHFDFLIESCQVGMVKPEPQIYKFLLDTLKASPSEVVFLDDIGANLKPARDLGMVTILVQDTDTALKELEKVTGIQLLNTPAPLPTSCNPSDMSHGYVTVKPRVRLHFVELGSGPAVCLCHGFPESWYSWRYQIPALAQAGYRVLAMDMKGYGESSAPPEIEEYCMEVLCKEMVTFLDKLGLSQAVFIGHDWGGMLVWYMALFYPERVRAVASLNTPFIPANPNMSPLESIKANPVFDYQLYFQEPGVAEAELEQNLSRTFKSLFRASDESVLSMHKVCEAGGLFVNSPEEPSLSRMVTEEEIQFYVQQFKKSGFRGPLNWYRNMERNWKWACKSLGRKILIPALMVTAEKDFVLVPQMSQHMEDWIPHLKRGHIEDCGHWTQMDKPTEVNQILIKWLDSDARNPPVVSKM
# sEH activator: soluble epoxide hydrolase (human) activation. P34913. purified human sEH enzymatic activity, activator screen. 0.04% of 91,000 active. activation, % at 2 µM; in the data active = activation above about 37%; also: values of inactives mirror those of a sister screen read the other way
# S1P2 blocker: blocks the human S1P2 receptor; cell-based S1P2 antagonist assay, inhibition at 5 uM; inhibition, % at 5 µM; 0.21% of 97,000 active; in the data active = inhibition above about 45%;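 also: CRE beta-lactamase reporter cells expressing human S1P2 stimulated with S1P; 0% = agonist at EC80 alone and 100% = agonist plus reference antagonist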
# Target sequence (O95136 whole entry, looked up): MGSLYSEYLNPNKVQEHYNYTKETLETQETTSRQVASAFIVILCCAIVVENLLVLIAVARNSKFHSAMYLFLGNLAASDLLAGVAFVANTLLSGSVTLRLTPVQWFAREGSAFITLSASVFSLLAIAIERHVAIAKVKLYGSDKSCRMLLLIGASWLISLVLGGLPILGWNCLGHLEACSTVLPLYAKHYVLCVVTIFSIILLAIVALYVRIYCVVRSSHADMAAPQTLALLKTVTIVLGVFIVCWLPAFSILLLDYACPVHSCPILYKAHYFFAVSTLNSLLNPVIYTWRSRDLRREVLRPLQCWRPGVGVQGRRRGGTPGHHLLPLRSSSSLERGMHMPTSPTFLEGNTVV
# Lung fibro prol: blocks proliferation of human lung fibroblasts | 1.1% of 85,000 active | LL 47 human lung fibroblast viability, ATP luminescence; hits give low values | viability, % at 10 µM;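 active = viability at or below 50% in the single dose screen; inactive = viability above 50%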;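 also: compound exposure lasted 72 h before the ATP readout; 100% = median luminescence of untreated cell-only wells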
#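 Signal: luminescent ATP detection, CellTiter-Glo; assay system: LL 47 human lung fibroblasts; input: 1,150 cells/well; incubation: overnight cell rest, 72 h compound treatment at 37 °C; measure: % viability versus median cells-only luminescence; medium: IMEM growth medium with 15% fetal bovine serum; dosing: compound addition at 0.1% DMSO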
# H69AR inhibit: growth inhibitors of human H69AR lung tumor cells; H69AR lung tumor viability, ATP luminescence, 72 h; hits give low values; viability, % at 10 µM; 6% of 85,000 active; AID 598;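 active = viability at or below 40%; inactive = viability above 40%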;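 also: multidrug resistant small cell line overexpressing MRP-1 efflux transporter; 100% = mean luminescence of untreated control wells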
# S1P2 agonist: agonists of human S1P2 receptor; 0.46% of 97,000 active; S1P2-expressing cell line, agonist reporter read-out; activation, % at 4.5 µM; O95136; AID 729; in the data active = activation above about 16%;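 also: 0% = vehicle low control and 100% = maximal reference agonist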
# HUVEC inhibit: blocks proliferation of human endothelial cells; HUVEC proliferation, CellTiter-Glo luminescence, 72 h; hits give low values; viability, % at 10 µM (by protocol); 1.1% of 86,000 active; AID 648;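 active = viability at or below 30%; inactive = viability above 30%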;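 also: 100% = median luminescence of DMSO-only cell control wells on each plate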
# * hit, by the source's call; . = no result given.
SMILES,PostGolgi ctrl,LYP act,sEH inh,sEH activator,S1P2 blocker,Lung fibro prol,H69AR inhibit,S1P2 agonist,HUVEC inhibit
CCCCOCCCNC(=O)CCCOc1ccccc1,6,4,-2,1,-15,102,81,-3,91
C=CCSc1nnc(-c2nnc(SCC=C)n2-c2ccccc2)n1-c1ccccc1,33*,5,2,2,-3,102,97,-10,100
COc1cc(OC)c(OC)cc1CN1CCN(c2ccccc2OC)CC1,6,-4,-3,3,-4,100,67,-4,90
Cc1ccccc1N(CC(=O)O)S(C)(=O)=O,.,-6,11,-6,-20,96,93,-2,103
Cc1c(Nc2cc(N3CCCC(C)C3)c3nonc3c2[N+](=O)[O-])c(=O)n(-c2ccccc2)n1C (configuration not stated),4,3,-7,8,4,.,.,-5,.
Cc1cc(NC(=O)C2C3C(=O)N(CCC(C)C)C(C(=O)NCc4ccccc4)C34C=CC2(C)O4)no1 (configuration not stated),7,-7,-12,14,7,98,92,-5,91
COc1cc(/C=N/NC(=Nc2ccc(C)cc2)c2nc3ccccc3s2)ccc1O,55*,-1,-2,5,7,82,35*,-11,88
CCOC(=O)N1CCN(C(=O)CSCc2nc(-c3ccccc3F)oc2C)CC1,8,25,2,0,-6,90,69,-10,98
c1ccc2c(c1)[nH]c1c(N3CCC4(CC3)OCCO4)ncnc12,15,6,-17,19,10,89,39*,-2,77
Cc1c(Br)c([N+](=O)[O-])nn1C(C)C(=O)N1CCCc2ccccc21 (configuration not stated),6,-12,3,-1,29,.,.,-4,.
COc1ccc(CC(=O)N2CCN(c3ccc(C4=NNC(=O)CC4C)cc3)CC2)cc1 (configuration not stated),17,-4,-3,4,-2,.,.,3,.
O=C(Cc1n[nH]c(=O)c2ccccc12)Nc1ccc(-c2nnc3n2CCCCC3)cc1,2,-1,-4,6,-14,98,100,-9,89
CC1CCc2c(c3ccccc3[nH]c2=O)O1 (configuration not stated),-12,-5,-15,14,-19,.,.,0,.
CNC(=O)C1CC(=O)N(Cc2ccc3c(c2)OCO3)C(=Nc2ccc(F)cc2)S1 (configuration not stated),1,9,3,-1,-12,96,80,-3,79
CC(=O)Nc1c(C(=O)C2CC2)oc2ccccc12,0,4,-4,8,-17,91,86,-11,97
COc1ccc2c(c1OC)C(=O)N(c1nccs1)C2,-9,0,4,-3,13,98,73,-1,100
Brc1ccc(-c2nc3ncccn3c2NC2CCCCC2)o1,45*,1,-8,9,-14,106,76,-4,102
CCN(CC)Cc1cc(NC2=NS(=O)(=O)c3ccccc32)ccc1OC(=O)C(C)C,-1,-12,-11,8,-5,103,93,-5,98
CCc1ccc(N2CC(C(=O)Nc3ccccc3F)CC2=O)cc1 (configuration not stated),1,-4,.,.,12,.,.,-6,.
O=[N+]([O-])c1cc(/C=N/OCc2c(Cl)cccc2Cl)ccc1N1CCOCC1,17,2,7,-9,-47,.,.,6,.
COC(=O)c1c(NC(=O)CSc2nnc(-c3ccco3)n2Cc2ccccc2)sc(C)c1C,9,-7,10,-11,-19,.,.,1,.
Cc1cc2cc3c(cc2nc1SCC(=O)Nc1nc(C)c(C)s1)OCO3,-8,-14,10,-9,8,.,.,-2,.
COc1ccc2c(CC(=O)OCC(=O)Nc3ccc4c(c3)OCO4)coc2c1,2,.,.,.,.,96,83,.,93
Cc1ccc(-n2c(SCC(=O)NCC3CCCO3)nc3n[nH]c(C)c3c2=N)cc1Cl (configuration not stated),-1,.,.,.,.,86,59,.,69
CCC1/C(=N\O)CC(c2ccco2)NC1c1ccco1 (configuration not stated),8,8,15,-12,18,.,.,-7,.
CCn1nc(CC(=O)Nc2nnc(CC(=O)N3CCCCC3)s2)c2ccccc2c1=O,2,4,-7,7,-12,102,90,-11,98
O=C(Nc1cccc2ccccc12)N1CCN(Cc2ccccc2)CC1,4,.,.,.,.,100,96,.,117
CC(C)(O)c1cc(=O)sc2nc3ccccc3n12,-4,-2,12,-7,-10,96,84,-2,91
C=CCSc1ncccc1C(=O)NCc1ccccc1,-6,-8,-8,8,0,103,93,-6,99
COC(=O)c1c(N)n(CCCN2CCOCC2)c2nc3ccccc3nc12,-1,-2,1,2,14,104,97,-3,89
N#Cc1ccc(C(c2nnnn2Cc2ccccc2)N2CCCC2)cc1 (configuration not stated),4,2,8,-4,3,92,83,-7,94
Cc1ccc(CSc2nnc([C@@H]3CCCN3)o2)cc1,-1,-15,-9,9,3,109,93,-14,108
Nc1nncn1C(=O)c1c(Cl)cccc1Cl,15,-3,12,-7,-17,93,89,-3,79
O=C1c2ccccc2NC(c2ccc(Cl)cc2Cl)N1Cc1ccccc1 (configuration not stated),36*,4,9,-7,-13,101,86,0,81
COc1cccc(C(=O)Nc2ccc(NC(C)=O)cn2)c1,1,5,4,-6,25,103,87,-5,91
O=C(c1ccco1)N1CCN(c2ccc(Cl)c(Cl)c2)CC1,.,-14,6,-7,4,.,.,-3,.
Cc1cnn(C(=O)c2cc(-c3ccccc3)nc3ccccc23)c1,9,7,-1,2,-10,.,.,-7,.
O=C(Nc1cccn(Cc2ccccc2)c1=O)NC1CCCCC1,10,-7,12,-13,9,105,100,-5,110
CCCOc1ccc(-c2nnn(CC(=O)c3ccc4c(c3)OCCO4)n2)cc1,-4,4,-18,17,4,103,90,-10,116
CCCCC(c1nnnn1CCOC)N1CCN(CC)CC1 (configuration not stated),.,5,-12,11,-25,107,90,-6,93
O=C(O)CSc1nnc(Cc2ccccc2)n1-c1ccccc1,11,-12,-4,2,-12,105,105,-3,113
COCCn1c(SCC(=O)Nc2cccc(OC)c2)nnc1-c1ccccc1,1,2,-23,27,-8,104,97,-2,93
CCCOc1ccc2oc(=O)c3c(c2c1)CCCN3C(=O)CN1CCN(C(=O)c2ccco2)CC1,14,.,.,.,.,85,55,.,92
Cc1nn(C(=O)c2ccco2)c(C)c1CN1C(=O)c2ccccc2C1=O,2,-4,-13,11,-5,97,111,9,100
COc1c2c(nc3occc13)C(CC=C(C)C)(OC)C(O)CC2 (configuration not stated),.,-3,-1,1,0,102,114,-4,96
CCOc1cc2[nH]c(=S)n(Cc3ccc(C(=O)NCC(OC)OC)cc3)c(=O)c2cc1OCC,-6,-2,2,1,-15,93,85,-9,79
Cc1ccc(C(=O)CCNc2ccc(F)c(Cl)c2)o1,-4,.,.,.,.,94,87,.,75
Cc1ccc(C)c(OCCCC(=O)O)c1,1,-4,-10,13,-8,107,101,-5,115
COc1ccc2cc(CCNC(=O)C(C)C)c(=O)[nH]c2c1,4,.,.,.,.,97,100,.,90
CN(C(=O)/C(N=Nc1cccc(C(F)(F)F)c1)=C(\O)C(F)(F)F)c1ccccc1,38*,-13,16,-14,4,.,.,-11,.
# (listing goes on)
SMILES,PostGolgi ctrl,LYP act,sEH inh,sEH activator,S1P2 blocker,Lung fibro prol,H69AR inhibit,S1P2 agonist,HUVEC inhibit
CC(C)N(C(=O)C1CC(=O)OC12CCCCC2)C(C)C (configuration not stated),9,-3,2,-1,-15,95,93,-3,98
Oc1ccc(/C=N/Nc2cc(N3CCOCC3)nc(N3CCOCC3)n2)cc1,.,11,4,-2,15,.,.,-4,.
CCC(C)NC(=O)CSc1ncccc1C(=O)O (configuration not stated),-7,6,1,0,-25,107,90,-3,112
COCc1nnc(NC(=O)CC(C)c2ccccc2)s1 (configuration not stated),2,14,4,-2,-11,98,94,-2,103
O=C(NCc1ccco1)c1cccn2c(=O)c3sccc3nc12,.,-1,-3,6,-4,.,.,-7,.
CC(C)N(Cc1nc(-c2ccccc2)no1)C(=O)CN(C)S(=O)(=O)c1ccc(Br)cc1,62*,8,14,-13,-3,98,94,-8,93
Cc1cc(C)c2c(c1)/C(=N/NS(=O)(=O)c1ccc(Br)cc1)CCC2,25,13,-7,10,7,.,.,-2,.
CCOC(=O)C1C(C)=CC(=O)CC1c1ccco1 (configuration not stated),-5,-12,20,-19,6,106,100,-3,89
O=C(NCC(=O)N(c1ccc2c(c1)OCO2)C(C(=O)NC1CCCC1)c1ccncc1)c1ccco1 (configuration not stated),26,3,-13,13,-7,97,93,-1,104
COCCOC(=O)C1=C(C)NC(=O)NC1c1ccc(OC(=O)c2ccco2)c(OC)c1 (configuration not stated),9,-4,-9,11,34,105,92,-8,93

# Seven compounds out of the list above, sorted by the number in S1P2 blocker, high to low:
structure,PostGolgi ctrl,LYP act,sEH inh,sEH activator,S1P2 blocker,S1P2 agonist
COCCOC(=O)C1=C(C)NC(=O)NC1c1ccc(OC(=O)c2ccco2)c(OC)c1 (configuration not stated),9,-4,-9,11,34,-8
Cc1cc(C)c2c(c1)/C(=N/NS(=O)(=O)c1ccc(Br)cc1)CCC2,25,13,-7,10,7,-2
CCOC(=O)C1C(C)=CC(=O)CC1c1ccco1 (configuration not stated),-5,-12,20,-19,6,-3
O=C(NCc1ccco1)c1cccn2c(=O)c3sccc3nc12,.,-1,-3,6,-4,-7
O=C(NCC(=O)N(c1ccc2c(c1)OCO2)C(C(=O)NC1CCCC1)c1ccncc1)c1ccco1 (configuration not stated),26,3,-13,13,-7,-1
CC(C)N(C(=O)C1CC(=O)OC12CCCCC2)C(C)C (configuration not stated),9,-3,2,-1,-15,-3
CCC(C)NC(=O)CSc1ncccc1C(=O)O (configuration not stated),-7,6,1,0,-25,-3

# Returning to the listing with the 3 entries that preceded the break.
SMILES,PostGolgi ctrl,LYP act,sEH inh,sEH activator,S1P2 blocker,Lung fibro prol,H69AR inhibit,S1P2 agonist,HUVEC inhibit
CCOC(=O)C1C(C)=CC(=O)CC1c1ccco1 (configuration not stated),-5,-12,20,-19,6,106,100,-3,89
O=C(NCC(=O)N(c1ccc2c(c1)OCO2)C(C(=O)NC1CCCC1)c1ccncc1)c1ccco1 (configuration not stated),26,3,-13,13,-7,97,93,-1,104
COCCOC(=O)C1=C(C)NC(=O)NC1c1ccc(OC(=O)c2ccco2)c(OC)c1 (configuration not stated),9,-4,-9,11,34,105,92,-8,93
CCOc1ccc(CCNC(=O)C2CCC(=O)N2CCc2ccccc2)cc1OCC (configuration not stated),7,-4,3,-3,-12,106,94,-3,99
Cc1nn(C)cc1/C=C/C(=O)c1cccs1,.,-2,3,-1,7,103,39*,-7,102
CC(=O)N1C(C(=O)O)CSC1c1cccc(C)c1 (configuration not stated),8,2,-3,4,-23,100,91,-7,97
CCCCN1C(=O)C(NC(C)=O)c2cc(Br)ccc21 (configuration not stated),-1,-6,-11,12,11,100,24*,-8,95
CCOC(=O)C(=CNc1cc(C)nn1-c1ccccc1)C(=O)OCC,22,-11,6,-3,-27,87,65,-3,96
Cc1ccc(-c2nc(CS(=O)(=O)CC(=O)NCCCN3CCN(C)CC3)c(C)o2)cc1,25,-9,-4,3,18,95,100,-5,105
COc1cccc(/C=C/C(=O)c2c(O)cc(C)oc2=O)c1O,5,8,0,-3,0,69,4.0*,-2,61
CC(C)(C)c1ccc(C(=O)NCc2cccnc2)cc1,5,1,.,.,22,88,87,-3,100
Cc1sc2nc(SCc3nc4ccccc4[nH]3)n(Cc3ccco3)c(=O)c2c1C,25,-6,4,-2,-32,100,97,17*,102
Nc1c(S(=O)(=O)c2cccs2)c2nc3ccccc3nc2n1CCc1ccccc1,7,5,-4,5,3,.,.,0,.
COc1ccc(NS(=O)(=O)c2coc(C(N)=O)c2)cc1Cl,-6,-5,1,-1,-38,116,98,0,98
Cc1nc2ncnn2c(C)c1CCC(=O)N1CC(C)CC(C)C1 (configuration not stated),-2,1,4,-7,-3,98,100,-4,102
O=S(=O)(NCc1ccccc1)c1cccc2nonc12,-1,4,-12,17,-20,94,109,-2,94
COc1cc(OC)cc(C(=O)NCc2n[nH]c(=S)n2-c2ccccc2OC)c1,11,-3,6,-3,-9,104,86,4,97
CCCC(N)CCCCCC(=O)O (configuration not stated),-2,10,12,-12,15,94,101,-2,97
CC1CCN(CC(C)CNC(=O)c2cc(-c3ccccn3)nc3ccccc23)CC1 (configuration not stated),3,-1,-16,17,16,99,73,-5,89
CC1(C)Oc2ccc3ccc(=O)oc3c2-c2cn[nH]c21,5,11,12,-10,-24,82,69,-8,73
CCOC(=O)c1oc2ccccc2c1CSc1nnnn1-c1ccc(OC)cc1,-2,-7,-4,0,4,84,89,-5,93
O=C(COc1ccc(Cl)cc1)Nc1ccc(C(=O)NCc2cccnc2)cc1,8,9,12,-10,4,.,.,-5,.

# The list is partial; the hit share may differ from the screen's.
